Screening data deposited in PubChem BioAssay by several laboratories.
HTR5A inv ag – HTR5A inverse agonists in luminescence cell assay, primary screen, counter-screen for OPRM1-OPRD1 heterodimer inverse agonist project, full-deck HTS; 340,000 compounds, 0.083% hits; AID 504634, 2011; inhibition, % at 9.3 µM; HTR5A cell line, inverse agonism; 5-hydroxytryptamine receptor 5A (Homo sapiens), P47898; in the data active = inhibition mostly above about 23%, no sharp cut-off; inactive = mostly below about 18%;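 also: 0% = cells with DMSO and 100% = no-cell wells with DMSO; some compounds called inactive have numbers as strong as hits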
PKA-R2B activ – activators of PKA-R2B holoenzyme, primary screen, biochemical, fluorescence polarization, Cy5-IP20, human; cAMP-dependent protein kinase catalytic subunit beta (Homo sapiens) + cAMP-dependent …; PKA-R2B holoenzyme dissociation; R2B truncated from residue 108, S112A mutant; 0% DMSO only, 100% 113 µM cGMP; activation, % at 11.4 µM; 340,000 compounds, 0.079% hits;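 active = activation above a cutoff set at the mean over all compounds plus 3 SD, cut at about 18% in these data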;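 also: higher means more holoenzyme dissociation and a rise in polarization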
Pemphigus Ab inh – inhibitors of pemphigus antibody binding to DSG3, primary screen, biochemical, bead-based, flow cytometry, scFv-GFP. Desmoglein-3 (Homo sapiens), P32926. DSG3-coupled beads, scFv-anti-DSG3-GFP binding; hits give low values. binding (percent of control), % at 10 µM. 310,000 compounds, 0.48% hits. AID 588358, 2011;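 active = binding more than 3 SD below its plate's average and above zero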;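 also: hits lower antibody fragment binding to DSG3; some compounds called inactive have numbers as strong as hits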
Target sequence (P32926 whole entry, looked up, the tested form may be a part): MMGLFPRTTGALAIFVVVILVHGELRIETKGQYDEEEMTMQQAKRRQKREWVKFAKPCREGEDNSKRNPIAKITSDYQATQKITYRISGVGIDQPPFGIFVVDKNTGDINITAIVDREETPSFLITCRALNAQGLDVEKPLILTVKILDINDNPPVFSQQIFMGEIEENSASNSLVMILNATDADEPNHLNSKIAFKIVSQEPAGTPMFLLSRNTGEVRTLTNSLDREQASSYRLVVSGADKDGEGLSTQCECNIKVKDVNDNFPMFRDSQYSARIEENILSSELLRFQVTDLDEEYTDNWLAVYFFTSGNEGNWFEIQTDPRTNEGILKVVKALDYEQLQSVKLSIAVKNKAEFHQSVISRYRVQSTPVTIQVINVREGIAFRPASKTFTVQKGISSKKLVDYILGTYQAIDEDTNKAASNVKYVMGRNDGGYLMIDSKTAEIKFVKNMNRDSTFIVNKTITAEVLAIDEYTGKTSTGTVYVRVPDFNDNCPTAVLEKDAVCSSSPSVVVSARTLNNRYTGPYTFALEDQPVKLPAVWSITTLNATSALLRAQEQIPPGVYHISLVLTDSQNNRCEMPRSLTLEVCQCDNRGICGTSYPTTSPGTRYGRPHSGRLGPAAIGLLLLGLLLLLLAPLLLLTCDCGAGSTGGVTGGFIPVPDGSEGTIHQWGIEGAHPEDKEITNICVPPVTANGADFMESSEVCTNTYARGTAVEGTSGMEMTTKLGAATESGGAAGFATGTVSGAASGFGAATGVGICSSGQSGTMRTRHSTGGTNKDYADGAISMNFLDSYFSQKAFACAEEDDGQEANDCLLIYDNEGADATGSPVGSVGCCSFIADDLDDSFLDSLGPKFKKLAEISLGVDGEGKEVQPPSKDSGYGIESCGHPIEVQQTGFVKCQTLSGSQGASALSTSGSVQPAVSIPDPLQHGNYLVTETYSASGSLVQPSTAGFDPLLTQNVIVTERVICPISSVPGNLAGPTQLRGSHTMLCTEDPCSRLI
HTR5A ag ctr – HTR5A agonists in luminescence cell assay, primary screen, counter-screen for OPRM1-OPRD1 heterodimer agonist project, full-deck HTS; 340,000 compounds, 0.61% hits; 5-hydroxytryptamine receptor 5A (Homo sapiens), P47898; activation, % at 9.3 µM; cell-based; in the data active = activation mostly above about 9.5%, no sharp cut-off; inactive = mostly below about 7.6%;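 also: 0% = cells with vehicle only and 100% = reference agonist; strong numbers were not always called active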
V-ATPase pHluor – regulators of yeast V-ATPase proton pumping, primary screen, pHLuorin cytosolic pH fluorescence; S. cerevisiae; response, % at 10 µM; 350,000 compounds, 0.37% hits; in the data active = response mostly above about 7.3%, no sharp cut-off; inactive = mostly below about 5.4%; also: actives read high; inactives centre near 0; some compounds called inactive have numbers as strong as hits; reference of the scale not given here
Arrestin-AP2 inh – inhibitors of beta-arrestin/AP2 binding, primary screen, biochemical, GPCR trafficking, flow cytometry; 340,000 compounds, 0.31% hits; inhibition, % at 10 µM; FITC-arrestin peptide / GST-AP2 beads; AP2 beta2 appendage carries R879A mutation; AID 504490, 2011;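 active = inhibition above a set limit, near 3 SD of compounds lacking own fluorescence, cut at about 54% in these data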;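 also: plate controls were DMSO wells for no effect and 5 µM unlabelled arrestin peptide for full effect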
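System: GST-AP2 R879A glutathione beads | Also added: FITC-arrestin peptide, 50 nM | Times: 12 min plus 1 h, RT | Signal: Bead flow cytometry, FITC channel | Buffer or medium: PBS with 0.05% Tween 20 and 0.1% BSA | Read-out basis: Percent drop in bead-associated FITC signal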
MOR-DOR ag – agonists of OPRM1-OPRD1 heterodimerization, primary screen, cell-based, luminescence. Mu-type opioid receptor (Homo sapiens) + Delta-type opioid receptor (Homo sapiens), …. cells. activation, % at 9.3 µM. 340,000 compounds, 0.3% hits. AID 504326, 2011; in the data active = activation above about 18%;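 also: 0% = vehicle-treated cells and 100% = reference agonist; values of inactives mirror those of a sister screen read the other way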
DAGLB inhibitor – DAGLB lipase inhibitors, primary screen, biochemical, fluorescence, HTS; AID 504411, 2011; 340,000 compounds, 0.059% hits; Diacylglycerol lipase-beta (Homo sapiens), Q8NCG7; inhibition, % at 5.17 µM; HEK293T DAGLB membrane lysate, EnzChek fluorogenic substrate; in the data active = inhibition above about 34%;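 also: 0% = enzyme with vehicle and 100% = wells lacking enzyme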
PKA-R1A activ – activators of PKA-R1A holoenzyme, primary screen, biochemical, fluorescence polarization, Cy5-IP20, bovine R1A, mouse PKAc; cAMP-dependent protein kinase type I-alpha regulatory subunit (Bos taurus) + …; PKA-R1A dissociation; scaled: DMSO 0%, 113 µM cGMP 100%; activation, % at 11.4 µM; 340,000 compounds, 0.083% hits; AID 504707, 2011;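 active = percent activation above the mean of all tested compounds plus 3 SD, cut at about 19% in these data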;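 also: higher means more PKAc released from R1A so a rise in polarization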
OPRM1-OPRD1 inv – inverse agonists of MOR-DOR heterodimerization, primary screen, cell-based, luminescence; Mu-type opioid receptor (Homo sapiens) + Delta-type opioid receptor (Homo sapiens), …; cell-based MOR-DOR heterodimer luminescence, inverse agonism; inhibition, % at 9.3 µM; 340,000 compounds, 0.21% hits; in the data active = inhibition above about 22%, passing the limit was not always enough;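 also: 0% = cells with DMSO and 100% = wells without cells with DMSO; values of inactives mirror those of a sister screen read the other way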
* marks the source's active call; other numbers are inactive results; x = no result given.

no.	mol	HTR5A inv ag	PKA-R2B activ	Pemphigus Ab inh	HTR5A ag ctr	V-ATPase pHluor	Arrestin-AP2 inh	MOR-DOR ag	DAGLB inhibitor	PKA-R1A activ	OPRM1-OPRD1 inv
1	Cc1cc(C)n2nc(SCc3cccc(F)c3)nc2n1	3	-8	107	-1	3	8	-2.7	2	-7	13
2	Cc1ccc(NC(=O)c2oc3ccc(S(=O)(=O)N4CCC5(CC4)OCCO5)cc3c2C)cc1C	-7	4	96	3	1	40	1.9	-4	1	-11
3	Cc1ccc(S(=O)(=O)N(C)c2ccc(OCC(=O)N3CCCC(C(F)(F)F)C3)cc2)cc1 (stereo unspecified)	11	-2	122	-4	-6	1	1.0	-7	-4	-6
4	C=CCOn1c(=O)c(-c2ccc(Cl)cc2)[n+]([O-])c2ccccc21	4	4	91	-1	-2	-2	-1.8	-6	2	10
5	Cc1ccc(NC(=O)C2CC(=O)N/C(=N/N=C/c3ccco3)S2)cc1C (stereo unspecified)	-16	-2	121	1	2	0	-2.4	5	-12	13
6	CC(C)NC(=O)CN1C(=O)C(C)(C)Oc2ccc(C(=O)NC3CCCCC3)cc21	11	-12	99	7	-3	24	-0.7	0	10	4
7	COCCn1c(SCC(=O)NC2CC2)nnc1-c1ccco1	-11	12	x	3	1	-1	-0.4	4	-13	2
8	CCN(CC)S(=O)(=O)c1ccc(NS(=O)(=O)CC23CCC(CC2=O)C3(C)C)cc1 (stereo unspecified)	-39	-20	128	3	1	10	0.8	-2	7	-5
9	CSc1nnc2c3c4c(sc3nc(-n3nc(C)cc3C)n12)COC(C)(C)C4	14	-9	112	1	-1	7	-4.5	0	-8	19
10	COc1ccc(C(=O)Nc2nc(C)cc(C)n2)cc1[N+](=O)[O-]	-7	0	103	2	-1	1	-2.1	0	2	11

The results go on.
no.	mol	HTR5A inv ag	PKA-R2B activ	Pemphigus Ab inh	HTR5A ag ctr	V-ATPase pHluor	Arrestin-AP2 inh	MOR-DOR ag	DAGLB inhibitor	PKA-R1A activ	OPRM1-OPRD1 inv
11	CC(C)NC(=O)CSCc1c(Cl)cccc1Cl	-15	0	94	4	0	-8	-1.7	-7	-3	10
12	CC(=O)c1cccc(NC(=O)C(C)OC(=O)c2cccc(S(=O)(=O)N3CCN(C)CC3)c2)c1 (stereo unspecified)	2	-3	106	-3	7	30	-4.2	-1	3	16
13	CC(C)c1ccc(OCC(=O)N(c2ccccn2)C2CCCCC2)cc1	-11	-6	x	1	2	2	7.6	-8	10	-39
14	COc1cc(Cl)c(C)cc1NC(=O)CSc1sc2c(O)cc(=O)[nH]c2c1C#N	-3	-4	107	1	2	-2	-1.7	12	8	9
15	Cc1c(O)ccc(/C=N/Nc2ncccc2[N+](=O)[O-])c1O	-34	3	102	9	0	1	11	21	1	-50
16	COc1ccccc1NC(=O)C1=C(C)Nc2nc(CCCO)nn2C1c1cccnc1 (stereo unspecified)	1	-6	110	-1	6	4	-3.3	0	5	14
17	O=C(NN=C1CCCCC1)NC1CCCCC1	-10	0	97	3	0	7	2.8	0	9	-15
18	Cc1ccc(S(C)(=O)=O)cc1C(=O)N1CC(C(N)=O)Oc2ccccc21 (stereo unspecified)	28	-11	103	2	0	3	0.7	-4	1	-4
19	CCCc1cc(=O)[nH]c(SCC(=O)Nc2ccc(OC)c(S(=O)(=O)N3CCCCC3)c2)n1	7	6	104	-3	0	38	-1.6	1	-3	7
20	CC1CN(S(=O)(=O)c2cccc(-c3cn4ccccc4n3)c2)CC(C)O1 (stereo unspecified)	13	2	86	3	1	2	0.1	0	-4	0

Next part:
no.	mol	HTR5A inv ag	PKA-R2B activ	Pemphigus Ab inh	HTR5A ag ctr	V-ATPase pHluor	Arrestin-AP2 inh	MOR-DOR ag	DAGLB inhibitor	PKA-R1A activ	OPRM1-OPRD1 inv
21	CCc1nn(CCCC(=O)NCc2ccccc2C)c(=O)c2cc3occc3n12	4	-5	93	0	-1	-2	1.4	3	-1	-7
22	Cc1cc(NC(=O)CSc2nnc(-c3ccc(S(=O)(=O)N4CCCC4)cc3)n2C)no1	-19	3	90	2	-1	3	-0.9	-3	-2	5
23	COc1ccc(-n2nnnc2S(=O)(=O)CC(=O)N2CCCCC2)cc1	10	-5	100	-4	-1	-6	-4.3	-1	-4	24
24	CCCNC(=O)N1C2=NC(C(=O)OC)=C(C(=O)OC)[C@@H]3N(Cc4ccccc4)c4ccccc4[C@]23C[C@H]1CO	-2	-3	100	3	-1	0	7.3	-2	-2	-40
25	Cc1cc(C)c(C)c(C(=O)c2ccccc2C(=O)O)c1C	-2	-17	92	1	-3	-3	-2.5	0	2	13
26	COc1ccc(S(=O)(=O)NCc2cc(=O)n(C)c(=O)n2C)cc1F	3	-6	99	2	5	1	-3.1	-1	3	16
27	O=S(=O)(NCc1cc(-c2ccccc2)no1)c1ccccc1Cl	0	-4	100	2	-1	6	-2.9	-3	-4	15
28	CC(C)COc1cccc(C(=O)N(CC(=O)Nc2ccccc2C(F)(F)F)Cc2ccco2)c1	22	-8	97	-1	1	3	-1.4	-5	-5	5
29	Cc1nc(NC(=O)/C=C/c2ccccc2)n[nH]1	-15	-5	99	6	2	11	0.6	-2	1	-3
30	CCN(CC)CCNC(=O)c1ccc(NC(=O)c2ccc(-n3cncn3)c([N+](=O)[O-])c2)cc1	x	-3	98	x	-5	x	x	-4	7	x

Additional compounds
no.	mol	HTR5A inv ag	PKA-R2B activ	Pemphigus Ab inh	HTR5A ag ctr	V-ATPase pHluor	Arrestin-AP2 inh	MOR-DOR ag	DAGLB inhibitor	PKA-R1A activ	OPRM1-OPRD1 inv
31	CN1CCc2c(sc(/N=C/c3cccs3)c2C(N)=O)C1	8	-10	102	0	-1	8	1.4	-4	-20	-8
32	COc1ccc(CCN2C(=O)C3C4CCC(C4=C(C)C)C3C2=O)cc1OC (stereo unspecified)	-11	-11	101	5	-4	-5	-1.2	0	-11	6
33	CCn1c(SCC(=O)C(C)(C)C)nnc1-c1ccccc1OC	6	-9	x	3	5	3	-0.5	-1	-14	2
34	CCCOc1ccc(N2C(=O)CC(N(CCc3ccc(OC)cc3)C(=O)c3ccccc3)C2=O)cc1 (stereo unspecified)	-6	4	x	2	5	-12	-2.9	-7	-10	14
35	O=C(CN1C(=O)/C(=C/c2cccc(Br)c2)SC1=S)Nc1cccnc1	16	7	105	2	-2	1	1.0	4	5	-5
36	CN(C)C/C=C/C(O)(c1ccccc1)c1ccccc1	-15	5	x	6	-4	-4	-4.2	4	2	21
37	COc1cccc2cc(C(=O)N3CCC(C)CC3)c(=O)oc12	5	-1	109	-2	0	3	-1.4	0	-3	7
38	O=C(Cc1ccccc1)NCCCN1CCN(CCCNC(=O)Cc2ccccc2)CC1	-4	-10	97	-2	3	18	-2.6	-1	-12	13
39	Fc1ccc2c(c1)/C(=N/Nc1ccccn1)CCS2	2	-8	85	-1	5	6	1.2	-4	-4	-6
40	Cc1cc(C)cc(NC(=O)c2nnn(Cc3cc(C)ccc3C)c2N)c1	4	0	108	-1	-1	-8	7.0	-5	-5	-36

Full records, quoted from the list.
O=C(CN1C(=O)/C(=C/c2cccc(Br)c2)SC1=S)Nc1cccnc1 is entered as HTR5A inv ag: 16; PKA-R2B activ: 7; Pemphigus Ab inh: 105; HTR5A ag ctr: 2; V-ATPase pHluor: -2; Arrestin-AP2 inh: 1; MOR-DOR ag: 1.0; DAGLB inhibitor: 4; PKA-R1A activ: 5; OPRM1-OPRD1 inv: -5
Fc1ccc2c(c1)/C(=N/Nc1ccccn1)CCS2 is entered as HTR5A inv ag: 2; PKA-R2B activ: -8; Pemphigus Ab inh: 85; HTR5A ag ctr: -1; V-ATPase pHluor: 5; Arrestin-AP2 inh: 6; MOR-DOR ag: 1.2; DAGLB inhibitor: -4; PKA-R1A activ: -4; OPRM1-OPRD1 inv: -6

(further entries)
no.	mol	HTR5A inv ag	PKA-R2B activ	Pemphigus Ab inh	HTR5A ag ctr	V-ATPase pHluor	Arrestin-AP2 inh	MOR-DOR ag	DAGLB inhibitor	PKA-R1A activ	OPRM1-OPRD1 inv
41	NC(=S)Nc1cccc2cccnc12	-5	11	107	-3	1	-7	-1.8	1	2	10
42	COc1cccc(NC(=O)CSc2nnc(C)s2)c1	-8	-6	100	0	4	14	-3.2	0	-4	16
43	Cc1cccc(C)c1NC(=O)CNC(=O)c1ccc(N2CCCC2)c([N+](=O)[O-])c1	6	8	103	-2	3	-30	-1.4	0	-12	8
44	CC[C@H](C)[C@@H](C(=O)N1CCNCC1)n1cc([C@@H](N)CO)nn1	-5	8	102	-2	9	-1	-2.5	0	0	14
45	Cc1ccccc1C(=O)N1CCC2CC1c1cc(Cl)ccc12 (stereo unspecified)	-7	7	99	2	0	-8	-2.5	-8	-3	12
46	Cc1nnn(C23CC4CC(CC(CC(=O)Nc5ccc(C)c(C)c5)(C4)C2)C3)n1	-17	0	125	-1	5	-3	0.3	-2	-5	-2
47	CC(C)(C)c1ccc(OCCC(=O)OCC(=O)N2c3ccccc3NC(=O)C2(C)C)cc1	7	-5	116	4	6	46	6.7	1	-3	-43
48	COc1ccc(Cl)cc1S(=O)(=O)N1CCN(C(=O)c2ccco2)CC1	1	6	x	-1	2	2	-2.4	-4	0	10
49	NC1=NS(=O)(=O)NC1c1ccc(F)cc1 (stereo unspecified)	5	1	94	-1	0	-3	-3.3	0	1	15
50	CCOCC(=O)Nc1nnc(C)s1	-8	-1	98	-4	0	3	-2.4	-2	6	13
51	COc1ccc(C(c2c(O)ccc3ccccc23)N2CCOCC2)c(OC)c1 (stereo unspecified)	11	-19	97	-4	-2	-6	0.4	-7	-15	-2
52	O=C1c2ccccc2CN2C(=O)c3ccccc3CN12	-13	-4	115	4	1	-37	-1.4	0	1	8
53	O=C(COc1ccccc1)Nc1nnc(S(=O)(=O)N2CCCCC2)s1	7	4	100	-2	-1	-14	-1.6	2	0	9

Rows were taken by chance; about 2.4% have a hit in one of these screens.
